Assay outcomes deposited in PubChem BioAssay by several laboratories.
sEH activator = soluble epoxide hydrolase (human) activation; purified human sEH enzymatic activity, activator screen; 0.04% of 91,000 active; activation, % at 2 µM; in the data active = activation above about 37%; note: values of inactives mirror those of a sister screen read the other way
Target sequence (P34913 whole entry, looked up): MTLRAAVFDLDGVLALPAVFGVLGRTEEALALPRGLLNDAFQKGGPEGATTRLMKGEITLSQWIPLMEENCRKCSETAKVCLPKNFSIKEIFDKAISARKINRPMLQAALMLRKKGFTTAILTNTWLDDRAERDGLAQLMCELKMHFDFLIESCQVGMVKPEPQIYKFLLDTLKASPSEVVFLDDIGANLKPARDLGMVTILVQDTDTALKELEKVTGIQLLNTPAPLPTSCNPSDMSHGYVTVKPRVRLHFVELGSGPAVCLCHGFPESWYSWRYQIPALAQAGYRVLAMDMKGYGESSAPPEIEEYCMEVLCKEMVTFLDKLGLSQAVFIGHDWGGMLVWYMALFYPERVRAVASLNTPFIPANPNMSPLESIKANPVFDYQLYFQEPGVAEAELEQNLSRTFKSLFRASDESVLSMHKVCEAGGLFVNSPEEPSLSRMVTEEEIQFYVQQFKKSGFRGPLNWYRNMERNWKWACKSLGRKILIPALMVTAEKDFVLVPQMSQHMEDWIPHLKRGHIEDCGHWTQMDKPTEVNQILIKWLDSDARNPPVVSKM
Smad3 FoxH1 inh = inhibitors of human Smad3 transcription factor binding; P84022; TR-FRET Smad3/Dy647-FoxH1 peptide binding, europium anti-His; inhibition, % at 25 µM; 0.29% of 88,000 active; AID 630;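 active = compounds that reduce the energy-transfer binding signal between the protein and its labelled peptide by more than half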;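 note: 0% = Smad3 plus labelled peptide maximal FRET and 100% = peptide-only background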
sEH inh = soluble epoxide hydrolase (human) inhibition. P34913. recombinant human sEH enzymatic activity assay. inhibition, % at 2 µM. 0.34% of 91,000 active. AID 707; in the data active = inhibition above about 80%; note: values of inactives mirror those of a sister screen read the other way; many of its hits are not listed in these tables
Calb biofilm kill = kills Candida albicans biofilms | C. albicans biofilm + clotrimazole, Alamar Blue | inhibition, % at 6 µM | 0.14% of 85,000 active;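 active = inhibition above 20%; inactive = inhibition below 20%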;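 note: preformed 24 hr biofilms exposed to compound for 48 hr; 0% = biofilm without compound and 100% = blank killed by clotrimazole plus chlorhexidine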
MT1-MMP txn act = activates MT1-MMP transcription; HT1080 MT1-MMP promoter luciferase reporter, luminescence, overnight; stronger effect = higher value; activation factor at 10 µM; 0.16% of 86,000 active; AID 750;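 active = activation factor of at least 2 for MT1-MMP transcription at 10 µM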
Mac1 fbg inh = CD11b/CD18-fibrinogen binding inhibition. P05107+P11215. K562 CD11b/CD18 adhesion to fibrinogen, ATPlite luminescence; Mn2+ added to activate the integrin. inhibition, % at 10 µM. 0.54% of 93,000 active;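 active = primary inhibition of 50% or more at 10 µM, then 40% or more on retest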; note: some results filed as inactive read as strong as hits
CD11b adhes enh = increases human CD11b/CD18 adhesion to fibrinogen; P05107+P11215; K562 CD11b/CD18 adhesion to fibrinogen, ATPlite luminescence; activation, % at 10 µM; 0.07% of 93,000 active;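 active = 10 µM primary screen giving 50% or more activity, confirmed by 40% or more on retest at that dose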; note: strong numbers were not always called active; reference of the scale not given here
ERa coact pot = ER-alpha (human) coactivator binding potentiation; coactivator binding (% of control), % at 25.6 µM; AID 639; TR-FRET ERalpha-LBD/SRC-Cy5 coactivator binding, 2 h; 100 = basal binding, no effect; 1.3% of 86,000 active; P03372; in the data active = activity above about 200%;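 note: binding measured in presence of low estradiol as agonist stimulus; 0% = peptide alone without receptor and 100% = receptor with peptide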
ERb coact inh = blocks coactivator binding to human estrogen receptor beta; inhibition, % at 25.6 µM; Q92731; TR-FRET ER-beta LBD / SRC1-Cy5 peptide binding; receptor agonist-loaded with 1 µM estradiol; 1.3% of 86,000 active; AID 633;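 active = compounds whose percent inhibition of the receptor-coactivator binding signal exceeds about 50% in the single-dose screen, limit read from the data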;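 note: 0% = receptor plus peptide wells without compound and 100% = peptide-only wells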
Target sequence (Q92731 whole entry, looked up, the tested form may be a part): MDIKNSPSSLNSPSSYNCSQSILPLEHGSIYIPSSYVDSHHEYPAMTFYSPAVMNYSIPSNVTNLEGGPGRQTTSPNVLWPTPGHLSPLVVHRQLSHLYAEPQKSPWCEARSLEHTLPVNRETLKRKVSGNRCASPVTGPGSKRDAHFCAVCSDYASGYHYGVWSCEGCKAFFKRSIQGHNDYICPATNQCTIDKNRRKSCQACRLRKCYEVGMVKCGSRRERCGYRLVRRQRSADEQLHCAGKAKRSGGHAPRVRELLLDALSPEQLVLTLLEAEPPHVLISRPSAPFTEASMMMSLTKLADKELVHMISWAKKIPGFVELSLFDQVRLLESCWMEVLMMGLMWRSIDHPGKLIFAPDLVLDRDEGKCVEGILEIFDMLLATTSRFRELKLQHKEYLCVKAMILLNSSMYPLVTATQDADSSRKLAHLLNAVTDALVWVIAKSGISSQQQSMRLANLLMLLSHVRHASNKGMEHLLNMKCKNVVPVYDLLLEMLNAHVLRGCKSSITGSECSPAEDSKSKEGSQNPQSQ
An asterisk follows results filed as active; x = not tested or not shown; [ ] = another dose, or the depositor's remark. These rows are one share of the data. The share of hits here may be higher or lower than overall.

Molecule	sEH activator	Smad3 FoxH1 inh	sEH inh	Calb biofilm kill	MT1-MMP txn act	Mac1 fbg inh	CD11b adhes enh	ERa coact pot	ERb coact inh
O=c1oc(-c2ccccc2Cl)nc2ccsc12	-4	3	5	4	1.2	-4	-2	111	-3
CCc1cccc(C)c1NC(=O)C(c1ccc(O)cc1)N1CCC1=O (stereo unspecified)	-13	x	15	x	x	-6	-4	x	x
Cc1ccc(SCC(=O)NCCC2=CCCCC2)cc1	-42	x	42	x	x	10	-3	x	x
O=C(Nc1ccc2c(c1)OCO2)c1cc(C2CC2)on1	x	3	x	4	1	12	-1	65[fluorescence artefact?]	37
COc1ccc(NC(=O)Cn2nnc(C(N)=O)c2N)c(OC)c1	9	-4	-12	2	1.1	x	x	110	-4
Cc1cccc(C)c1NC(=O)C1(N2CCN(C(=O)c3ccco3)CC2)CCCCC1	x	2	x	7	1.4	x	x	121[fluorescence artefact?]	-1[fluorescence artefact?]
Cn1cccc1Cc1nnc(SCC(=O)N2CCCC2)n1CCc1ccccc1	-6	-12	9	4	1.1	-5	-8	101	4
C=CCN=C(C)C1=C(O)CCC1=O	11	0	-9	6	1	-7	3	92	-8[fluorescence artefact?]
O=C(c1ccco1)N1CCN(c2ncnc3c2cnn3-c2ccccc2)CC1	2	9	-1	-2	1.5	2	1	104	14
Cc1nc2ccc3nc(NC(=O)c4ccc5c(c4)OCCO5)sc3c2s1	1	-30[fluorescence artefact?]	-2	5	1.3	-14	17	418*[fluorescence artefact?]	44[fluorescence artefact?]
O=S(=O)(Nc1nc2ccccc2s1)c1ccc(Br)s1	2	5	2	6	1.5	101*	-12	76	-16
CCOc1ccc2[nH]c(=S)[nH]c2c1	-1	-2	0	7	1	-1	-6	88	2
O=C(NCc1ccc(Cl)c(Cl)c1)c1cccnc1	-16	7	16	5	1	1	-3	102[fluorescence artefact?]	6[fluorescence artefact?]
CC(C)C(NC(=O)C1CCC(C(C)(C)C)CC1)C(=O)NCc1cccnc1 (stereo unspecified)	0	2	-1	0	1.2	-6	-3	109	2
COc1ccc(S(=O)(=O)NNC(=O)c2cc3cc4ccccc4nc3s2)cc1	-2	x	4	x	x	9	1	x	x
CCCCNC1CCS(=O)(=O)C1 (stereo unspecified)	-1	-3	2	-2	x	-8	1	105	-7

Profiles, looked up by structure. Order of screens: sEH activator | Smad3 FoxH1 inh | sEH inh | Calb biofilm kill | MT1-MMP txn act | Mac1 fbg inh | CD11b adhes enh | ERa coact pot | ERb coact inh
Entry for CC(C)C(NC(=O)C1CCC(C(C)(C)C)CC1)C(=O)NCc1cccnc1 (stereo unspecified) : 0 | 2 | -1 | 0 | 1.2 | -6 | -3 | 109 | 2
Entry for Cc1nc2ccc3nc(NC(=O)c4ccc5c(c4)OCCO5)sc3c2s1 : 1 | -30[fluorescence artefact?] | -2 | 5 | 1.3 | -14 | 17 | 418*[fluorescence artefact?] | 44[fluorescence artefact?]

Remaining list, next part:
Molecule	sEH activator	Smad3 FoxH1 inh	sEH inh	Calb biofilm kill	MT1-MMP txn act	Mac1 fbg inh	CD11b adhes enh	ERa coact pot	ERb coact inh
CCCCCOC(=O)Cn1c(N2CCCCCC2)nc2c1c(=O)[nH]c(=O)n2C	-15	9	16	4	1.1	4	-2	94	-19
CC(=O)Nc1ccccc1C(=O)N1CCc2ccccc21	-8	-12	8	5	1.2	1	68	113	-1
CCOc1ccc(-n2c(C)c(C(C)=O)c(C(C)=O)c2C)cc1	-3	6	1	6	1.1	x	x	103	-7
O=C(CCNC(=O)c1ccccc1)OCN1C(=O)c2ccccc2C1=O	-7	5	9	7	1	x	x	106[fluorescence artefact?]	-16
Cc1cccc(C(=O)NNC(=O)c2ccc(Cl)cc2)c1O	-15	x	18	x	x	-36	-4	x	x
CC(C)c1nc(SCc2c(F)cccc2Cl)c2c(=O)n(C)c(=O)n(C)c2n1	x	4	x	6	1.1	16	-1	102	-14
CCOC(=O)CSC1=Nc2ccccc2C2=NC(CC(=O)NCc3ccc(OC)cc3)C(=O)N12 (stereo unspecified)	0	7	5	5	1.2	x	x	138	-3
CCOc1ccc2[nH]cc(S(=O)(=O)c3ccc(F)cc3)c(=O)c2c1	15	-1	-18	7	1.1	6	2	115	-8

Continued:
Keys: A = sEH activator; B = Smad3 FoxH1 inh; C = sEH inh; D = Calb biofilm kill; E = MT1-MMP txn act; F = Mac1 fbg inh; G = CD11b adhes enh; H = ERa coact pot; I = ERb coact inh
CCOC(=O)c1c(-c2ccc(C)c(C)c2)csc1NC(=O)C1CC=CCC1C(=O)O (stereo unspecified)
  A: 5; B: x; C: -7; D: x; E: x; F: -7; G: 0; H: x; I: x

COc1ccc(CNC(=O)c2cccc3c2C(=O)N(Cc2cccnc2)C3)cc1
  A: x; B: 8; C: x; D: 5; E: 1.1; F: -13; G: -5; H: 103; I: 4

O=C(O)CCN1Cc2ccccc2C1=O
  A: x; B: 9; C: x; D: 5; E: 1; F: -6; G: -3; H: 131[fluorescence artefact?]; I: 3

CC(C)(C)C1CCc2onc(C(=O)Nc3cccc(O)c3)c2C1 (stereo unspecified)
  A: 4; B: 29[fluorescence artefact?]; C: -7; D: 4; E: 1.3; F: 3; G: 1; H: 98; I: -3

COc1ccc(C)c(S(=O)(=O)Nc2ccc(OCC(=O)O)cc2)c1
  A: -2; B: -7; C: 3; D: 3; E: 1.2; F: 10; G: -7; H: 118; I: -11

CCC(=O)N(CC(=O)Nc1sc(C)c(C)c1C(N)=O)C1CCCCC1
  A: 5; B: x; C: -3; D: x; E: x; F: 0; G: -3; H: x; I: x

CCCC(=O)NC(=S)Nc1ccccc1OC
  A: 15; B: x; C: -12; D: x; E: x; F: 0; G: -5; H: x; I: x

COc1ccc(N=Cc2sc3ccccc3c2Cl)cc1
  A: 12; B: x; C: -8; D: x; E: x; F: 7; G: -3; H: x; I: x

CCC(C(=O)Nc1nccs1)c1ccccc1 (stereo unspecified)
  A: x; B: 15[fluorescence artefact?]; C: x; D: 8; E: 1.2; F: -9; G: -2; H: 89[fluorescence artefact?]; I: 5

Cc1cc(C)cc(OCC(=O)O/N=C(\N)c2ccccn2)c1
  A: -5; B: -3; C: 1; D: 1; E: 1.2; F: 2; G: -4; H: 110; I: 0[fluorescence artefact?]

Cc1cccc(NC(=O)Cn2nc(C(F)(F)F)cc2C2CC2)c1
  A: -19; B: x; C: 20; D: x; E: x; F: 6; G: 1; H: x; I: x

COc1ccc(Oc2nc(Oc3ccc(OC)cc3)nc(Oc3ccc(OC)cc3)n2)cc1
  A: -3; B: 2; C: 1; D: 7; E: 1.1; F: -4; G: 53; H: 120; I: 9

CCCOc1cccc(C(=O)O)c1
  A: x; B: 6; C: x; D: 5; E: 1.2; F: -27; G: -6; H: 113; I: -4[fluorescence artefact?]

COc1ccccc1CNc1ccc(N2CCCCC2)cc1
  A: -12; B: 5; C: 13; D: 2; E: 1.4; F: -13; G: 7; H: 119; I: 2

COC(=O)c1cc2ccsc2n1Cc1nc(-c2ccc(Cl)cc2)oc1C
  A: 7; B: -1; C: -9; D: 9; E: x; F: -4; G: 3; H: 121; I: 16

COC(=O)COc1ccc2c(=O)c(Oc3ccccc3)c(C)oc2c1
  A: x; B: -7; C: x; D: -3; E: 1.2; F: -9; G: 0; H: 129; I: -3[fluorescence artefact?]

Cc1nn2c(c1-c1ccccc1)N=C(c1ccco1)CC2c1ccccc1 (stereo unspecified)
  A: -8; B: -6; C: 9; D: 8; E: 1.4; F: -4; G: 26; H: 73; I: 2

CCOC(=O)c1ccc(NC(=O)CC2COc3ccccc3O2)cc1 (stereo unspecified)
  A: -62; B: 9[fluorescence artefact?]; C: 63; D: -2; E: 0.9; F: -10; G: -1; H: 102; I: -22

COc1ccc(OC)c(NC(=S)N2CCN(C/C=C/c3ccccc3)CC2)c1
  A: 16; B: x; C: -14; D: x; E: x; F: 23; G: 0; H: x; I: x

CCOc1cc(C(=O)NCc2ccc(-c3nc4ccccc4o3)cc2)cc(OCC)c1OCC
  A: 1; B: x; C: 1; D: x; E: x; F: 2; G: -2; H: x; I: x

CC1(C)CC(=O)C2=C(C1)OC(/N=C/N1CCOCC1)=C(C#N)C2c1ccccc1 (stereo unspecified)
  A: -3; B: 2; C: 1; D: 3; E: 1.1; F: -4; G: -8; H: 120; I: 0

Cc1noc(C)c1C(=O)Nc1sc(C)c(C)c1C#N
  A: -6; B: 7; C: 9; D: 8; E: 1.1; F: -4; G: 0; H: 108; I: -8

Cc1ccc(Cl)cc1NC(=O)CC(O)(C(F)(F)F)C(F)(F)F
  A: -6; B: 12; C: 7; D: 6; E: 1; F: 98*; G: -10; H: 126; I: 0

O=C(Cn1cnc2c(cnn2-c2ccc(F)cc2)c1=O)N1CCN(c2ccccc2)CC1
  A: -5; B: 7; C: 10; D: 7; E: 1.1; F: x; G: x; H: 121; I: 9

Nc1nc(-c2ccccc2)cc(N2CCCCC2)n1
  A: 13; B: -5; C: -13; D: -4; E: 0.6; F: 4; G: -4; H: 88[fluorescence artefact?]; I: 4[fluorescence artefact?]

NC(=O)COC(=O)CCCc1c[nH]c2ccccc12
  A: 5; B: -14; C: -7; D: 6; E: 1.2; F: -14; G: 1; H: 111; I: 6

COc1cc(NC(=O)C2CCCCC2)c(OC)cc1NC(=O)c1ccco1
  A: -1; B: 3; C: 2; D: 0; E: 1.1; F: 2; G: -1; H: 102; I: 8

CC(C)NC(=O)N(O)C1N(Cc2ccc3c(c2)OCO3)C(=S)SC1(C)C (stereo unspecified)
  A: 10; B: -4; C: -12; D: 3; E: 1; F: 18; G: -1; H: 111; I: -15

CCOC(=O)C1=C(C)NC2=C(C(=O)CCC2)C1c1coc2ccccc2c1=O (stereo unspecified)
  A: -4; B: -11; C: 2; D: 1; E: 1.4; F: -6; G: -4; H: 96; I: 0

O=C(COC(=O)c1ccc2ccccc2c1)Nc1ncc(C(F)(F)F)cc1Cl
  A: -9; B: 4; C: 9; D: -1; E: 1.4; F: -2; G: -6; H: 135[fluorescence artefact?]; I: -2

Gathered by group: those above containing four or more nitrogen atoms.
Keys: A = sEH activator; B = Smad3 FoxH1 inh; C = sEH inh; D = Calb biofilm kill; E = MT1-MMP txn act; F = Mac1 fbg inh; G = CD11b adhes enh; H = ERa coact pot; I = ERb coact inh
COc1ccc(NC(=O)Cn2nnc(C(N)=O)c2N)c(OC)c1
  A: 9; B: -4; C: -12; D: 2; E: 1.1; F: x; G: x; H: 110; I: -4

Cn1cccc1Cc1nnc(SCC(=O)N2CCCC2)n1CCc1ccccc1
  A: -6; B: -12; C: 9; D: 4; E: 1.1; F: -5; G: -8; H: 101; I: 4

O=C(c1ccco1)N1CCN(c2ncnc3c2cnn3-c2ccccc2)CC1
  A: 2; B: 9; C: -1; D: -2; E: 1.5; F: 2; G: 1; H: 104; I: 14

CCCCCOC(=O)Cn1c(N2CCCCCC2)nc2c1c(=O)[nH]c(=O)n2C
  A: -15; B: 9; C: 16; D: 4; E: 1.1; F: 4; G: -2; H: 94; I: -19

CC(C)c1nc(SCc2c(F)cccc2Cl)c2c(=O)n(C)c(=O)n(C)c2n1
  A: x; B: 4; C: x; D: 6; E: 1.1; F: 16; G: -1; H: 102; I: -14

CCOC(=O)CSC1=Nc2ccccc2C2=NC(CC(=O)NCc3ccc(OC)cc3)C(=O)N12 (stereo unspecified)
  A: 0; B: 7; C: 5; D: 5; E: 1.2; F: x; G: x; H: 138; I: -3

O=C(Cn1cnc2c(cnn2-c2ccc(F)cc2)c1=O)N1CCN(c2ccccc2)CC1
  A: -5; B: 7; C: 10; D: 7; E: 1.1; F: x; G: x; H: 121; I: 9

Nc1nc(-c2ccccc2)cc(N2CCCCC2)n1
  A: 13; B: -5; C: -13; D: -4; E: 0.6; F: 4; G: -4; H: 88[fluorescence artefact?]; I: 4[fluorescence artefact?]
